Screening data: PubChem, National Center for Advancing Translational Sciences (NCATS)
SW480 rerep: inducers of DNA re-replication in SW480 colon cancer cells. SW480 DNA re-replication, Hoechst DNA content imaging, 48 h. Potency, µM (doses to about 46.1 µM), inactives show top-dose re-replication activation, most hits filed as activators. hit rate 1.8% among 340,000; note: potency is the fitted concentration of half-maximal effect; % of control where 0% means no effect; nearly all actives have a fitted effect of over 55% in size
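Treated cells incubate 48 hr (37 C, 5% CO2), are stained 40 min with Hoechst, and nuclear fluorescence is enumerated; a rise in nuclei with high DNA signal marks re-replication.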
HT1080NT lethal: kills 2HG-producing HT-1080-NT fibrosarcoma cells. HT-1080-NT fibrosarcoma viability, CellTiter-Glo ATP luminescence, 48 h. Potency, µM (top dose mostly 46.1 µM), without a hit: at the top dose activity, negative = less viability, most hits filed as cytotoxic. hit rate 1.6% among 360,000. AID 686970;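 note: NT is the 2HG producing partner of a matched IDH1 knockdown line; potency is the fitted concentration of half-maximal effect; 0% = DMSO-treated cells and -100% = media-only wells without cells; nearly all actives have a fitted effect of over 55% in size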
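Fibrosarcoma NT cells, 750 per well in 5% FBS RPMI, were exposed to compound for 48 hours. Viability: CellTiter-Glo luminescence.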
ATXN2 expr inh: reduces ATXN2 reporter expression in HEK-293 cells; HEK-293 ATXN2-luciferase reporter, luminescence, 24 h; Potency, µM (titrated, usually from 57 µM), for the others: top-dose activity change, negative = inhibition, usual class: inhibitors; hit rate 0.72% among 360,000; AID 1745845; note: potency is the fitted concentration of half-maximal effect; % is set by controls: 0 for no effect and ±100 for the full control effect; nearly all actives have a fitted effect of over 55% in size
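qHTS (up to 57 uM final) was run with 24 h compound exposure of reporter cells at 37 °C. Each well was multiplexed: SteadyGlo luminescence measured ATXN2-luciferase expression after a fluorogenic Gly-Phe-AFC viability readout (25 uM final).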
HT1080 IDH1KD tx: kills HT-1080 cells with IDH1 knockdown; hit rate 2% among 360,000; Potency, µM (highest dose often 46.1 µM), for the others: top-dose activity, negative = toxicity, most hits filed as cytotoxic; HT-1080 IDH1 knockdown viability, ATP luminescence, 48 h;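 note: potency is the fitted concentration of half-maximal effect; 0% = DMSO wells and -100% = cell-free medium wells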
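Assay cells: HT-1080 with IDH1 knockdown, 750 per well, RPMI/5% FBS. Exposure: 48 h at 37 °C following 2 h pre-incubation. Read: CellTiter-Glo luminescence; fitted concentration-response, curve class assigned.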
KB-V1 cytotox: kills drug-selected multidrug resistant KB-V1 cells; hit rate 3.4% among 400,000; AID 1347076; KB-V1 MDR cells viability, CellTiter-Glo, 72 h; Potency, µM (top dose mostly 46.1 µM), for the others: at the top dose activity change, negative = cytotoxicity, most hits filed as cytotoxic; note: potency is the fitted concentration of half-maximal effect; % is set by controls: 0 for no effect and ±100 for the full control effect; nearly all actives have a fitted effect of over 60% in size
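KB-V1 MDR subline cells in DMEM (phenol-red free, 10% FBS) exposed to compounds in qHTS concentration series for 72 h at 37 degrees C. Viability read by CellTiter-Glo luminescence; concentration-effect curves fitted after normalization and correction.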
MCF10A rereplic: inducers of DNA re-replication in MCF 10A breast cells | hit rate 2.9% among 350,000 | MCF 10A DNA re-replication, Hoechst nuclear intensity, 48 h | Potency, µM (doses to about 46.1 µM), for inactives: top-dose activity, positive = re-replication, hits mostly activators | AID 624296; note: potency is the fitted concentration of half-maximal effect; % of control where 0% means no effect; nearly all actives have a fitted effect of over 50% in size
KB-3-1 cytotox: kills parental KB-3-1 adenocarcinoma cells; KB-3-1 viability, CellTiter-Glo ATP luminescence, 72 h; Potency, µM (doses to about 46.1 µM), inactives show at the highest dose activity change, negative = cytotoxic, usual class: cytotoxic; hit rate 1.4% among 400,000; note: potency is the fitted concentration of half-maximal effect; % is set by controls: 0 for no effect and ±100 for the full control effect; nearly all actives have a fitted effect of over 60% in size
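Using CellTiter-Glo luminescence, growth of non-resistant KB-3-1 adenocarcinoma cells is assessed 72 h after pin-tool compound addition at 37 °C. Normalized responses across the concentration series yield fitted curves.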
IL1B secr inh: inhibitors of inflammasome signaling (IL-1 beta secretion); THP-1 LPS/ATP IL-1B secretion, AlphaLISA, 16 h; hits give low values; activity change, % at 57.5 µM; hit rate 4.7% among 360,000; in the data active = activity change below about -50%; inconclusive = mostly about -30% to -49%; note: % is set by controls: 0 for no effect and ±100 for the full control effect
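Secreted IL-1B measured by AlphaLISA bead assay after 16 h compound exposure of THP-1 cells; compounds (final up to 57.5 uM) added 1 h before LPS (250 ng/mL) and ATP (1.25 mM) stimulation; lower signal means less secretion.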
ATXN viability: cell viability loss in ATXN counter-screen | AID 651635 | S2 cells (HEK-293 line with an ATXN2-luciferase reporter) viability, CellTiter-Fluor protease fluorescence, 24 h | Potency, µM (titrated, usually from 56.7 µM), hits mostly cytotoxic | hit rate 0.49% among 400,000; note: potency is the fitted concentration of half-maximal effect; nearly all actives have a fitted effect of over 40% in size
An asterisk follows results filed as active; i = inactive; ? = inconclusive; · = no result given; & = joins results of further samples; [ ] = dose if it differs, or a comment. Unless noted, calls come from the whole dose curve; as a rule, active = well fitted curve in the direction sought with a large enough effect; inconclusive = small, poorly fitted or top-dose-only effect, or another doubt; inactive = no such curve, though single readings can be large; an effect the other way counts as inactive or inconclusive.

SMILES	SW480 rerep	HT1080NT lethal	ATXN2 expr inh	HT1080 IDH1KD tx	KB-V1 cytotox	MCF10A rereplic	KB-3-1 cytotox	IL1B secr inh	ATXN viability
COCCn1c(N)c(N(Cc2ccccc2)C(=O)CSCC(=O)Nc2ccc(OC)cc2)c(=O)[nH]c1=O	-5%	2%	5%	8%	7%	1%	0%	5	i
N#Cc1c(N)sc2c1CCN(C(=O)OCc1ccccc1)C2	1%	-11%	24%	21%	?	-7%	6%	-4	i
CC(C)(C)OC(=O)NCC(=O)Oc1cc2oc(=O)cc(-c3ccccc3)c2cc1Cl	21µM*	-5%	0%	1%	-30%	23µM*	4%	0	·
CC1(CCC(=O)N2CCCC(Nc3ccc(F)cc3)C2)CC1 (configuration not stated)	-8%	-3%	-16%	-8%	-7%	4%	-15%	19	i
C/C(CC(=O)Nc1ccc(N(C)C)cc1)=N\NC(=O)c1ccc(Cl)cc1Cl	-2%	4%	10%	13%	2%	?	-14%	-1	i
Cc1cccc(CS(=O)(=O)Cc2ccc(C(=O)NC3CCCC3)o2)c1	-2%	5%	-1%	2%	-21%	25%	7%	32	i
COc1ccccc1CCNC(=O)c1ccc2nc[nH]c2c1	-2%	7%	-5%	10%	-2%	-1%	-5%	40	i
NC(=O)C1CCCN(Cc2ccc(Cl)cc2)C1 (configuration not stated)	-1%	14%	2%	12%	11%	16%	8%	0	i
COc1cccc(C(C(=O)NCC2CCCO2)N(C(=O)Cn2nnc3ccccc32)c2ccc(NC(C)=O)cc2)c1OC (configuration not stated)	1%	0%	1%	8%	-7%	8%	9%	24	i
CSCCC(C(=O)NC1CCCC1)n1c(-c2ccncc2)nc2ccccc21 (configuration not stated)	·	1%	·	-2%	?	·	9%	6	·
CCOCCn1cnc2sc(C(=O)NCCCN3CCOCC3)c(C)c2c1=O	-9%	7%	7%	6%	-4%	3%	16%	-6	i
N/C(=N\N=C\c1ccco1)SC1CC(=O)N(c2ccc(C(=O)O)cc2)C1=O (configuration not stated)	?	1%	2%	15%	?	6%	-2%	2	i

Structural class: the compounds so far with an NH in an aromatic ring
SMILES	SW480 rerep	HT1080NT lethal	ATXN2 expr inh	HT1080 IDH1KD tx	KB-V1 cytotox	MCF10A rereplic	KB-3-1 cytotox	IL1B secr inh	ATXN viability
COCCn1c(N)c(N(Cc2ccccc2)C(=O)CSCC(=O)Nc2ccc(OC)cc2)c(=O)[nH]c1=O	-5%	2%	5%	8%	7%	1%	0%	5	i
COc1ccccc1CCNC(=O)c1ccc2nc[nH]c2c1	-2%	7%	-5%	10%	-2%	-1%	-5%	40	i

(continued)
SMILES	SW480 rerep	HT1080NT lethal	ATXN2 expr inh	HT1080 IDH1KD tx	KB-V1 cytotox	MCF10A rereplic	KB-3-1 cytotox	IL1B secr inh	ATXN viability
Cn1c(-c2cccc(OCc3ccccc3)c2)nc2c1c(=O)[nH]c(=O)n2Cc1ccccc1	0%	11%	?	11%	?	?	15µM*	9	?
CCOC(=O)N1CCN(C(=O)CSc2nnc(-c3c[nH]c4ccccc34)n2CCOC)CC1	-3%	19%	14%	23%	3%	-1%	18%	18	?
O=C(NC1CCCC1)c1ccc2c(c1)N(Cc1ccccc1)CCS2	7%	-6%	1%	-6%	?	1%	?	-5	i
Clc1ccc(-c2nnc(-c3ccc(Br)o3)o2)c(Cl)c1	11%	10%	14%	5%	-25%	-2%	-3%	3	i
CCOC(=O)[C@]12CCC=C1N(Cc1ccccc1)C(=O)[C@H](CC(=O)NCCCCc1ccccc1)C2	·	?	-36%	?	?	·	-7%	?	?
O=C(CSc1nnnn1C1CCCC1)N1CCCCC1	-3%	18%	-16%	6%	?	2%	13%	-6	i
COCCN(C(=O)c1ccc(N2CCCC2=O)cc1)c1c(N)n(CC(C)C)c(=O)[nH]c1=O	-1%	-4%	6%	2%	-10%	-2%	0%	-11	i
O=C1NCCCC1C(=O)N/N=C/c1ccc(Cl)cc1 (configuration not stated)	-13%	13%	-5%	16%	0%	-2%	3%	5	·
CN1CCN(C(=O)c2ccccc2-c2nc(-c3ccccc3)no2)CC1	-10%	7%	46%	5%	-18%	-1%	10%	5	i
CCOc1ccccc1CNC(=O)CN1C(=O)CCn2nc(-c3cn(C)c4ccccc34)cc21	·	·	-17%	·	-3%	·	6%	·	i
CCC(C)(C)NC(=O)C(c1ccccc1F)N(Cc1ccco1)C(=O)Cn1nnc2ccccc21 (configuration not stated)	0%	-1%	-9%	0%	-9%	2%	-9%	-4	?
Cc1ccc(C(C2=C(O)CC(C)(C)CC2=O)C2C(=O)CC(C)(C)CC2=O)o1 (configuration not stated)	-6%	6%	2%	7%	0%	8%	7%	15	i
CC(=O)c1cccc(OCc2cc(C(=O)N(C)CCc3cnn(C)c3)no2)c1	?	-3%	14%	0%	?	0%	1%	18	i
CCOC(=O)c1ccc(NC(=O)CSc2nc(C)nc3c2c(=O)n(C)c(=O)n3C)cc1	-3%	-4%	-1%	-4%	-2%	2%	3%	6	i
COc1ccc(NS(=O)(=O)c2ccc(OC)c(NC(=O)CCC3CCCCC3)c2)cc1	-57%[inhibitor]	-1%	1%	10%	12µM*	15%	3%	0	i
COC(=O)c1ccc(NC(=S)NCCCN2CCCC2=O)cc1	9%	11%	·	-5%	-2%	-3%	-15%	0	i
CC(=O)Nc1ccc(C2=NOC(C)(C)C(=O)N2Cc2cccc(C#N)c2)cc1	·	25%	12%	18%	-12%	·	2%	-12	i
Cc1ccccc1OCC(=O)N1N=C(c2cccnc2)CC1(O)C(F)(F)F (configuration not stated)	-6%	2%	-16%	14%	21µM*	-11%	-6%	0	i
CCc1ccc(C(=O)C(C)OC(=O)CNS(=O)(=O)c2ccc(C)cc2)cc1 (configuration not stated)	2%	-3%	-4%	-6%	19%	-3%	-2%	7	i
O=C1c2ccccc2S(=O)(=O)N1Cc1ccccc1[N+](=O)[O-]	5%	-5%	·	-1%	-12%	9%	2%	-4	i
COc1ccc(C(C)(C)C)cc1NC(=O)CCCN1C(=O)CN(C)C1=O	2%	8%	4%	2%	8%	0%	-1%	-4	i
Cc1ccc(-n2c(SCC(=O)NCc3ccco3)nc3c(sc4ccccc43)c2=O)cc1	-1%	1%	59%[activator]	-4%	-8%	?	-1%	40	i
COc1ccc(S(=O)(=O)N2CCN(Cc3ccc(OC)c(OC)c3)CC2)cc1	-1%	-4%	5%	-1%	-15%	-13%	-17%	-23	i
O=[N+]([O-])c1ccc(N2CCN(c3ccccc3F)CC2)nc1	-8%	10%	24%	11%	10%	13%	0%	-3	i
CN1CCN(CCCNC(=O)Cn2ncc3c4ccccc4n(C)c3c2=O)CC1	-7%	2%	5%	3%	14%	6%	29%	-2	i
Cc1ncn(-c2ccc(C(=O)Oc3ccccc3)cn2)n1	1%	14%	7%[11.3 µM]	14%	-2%	-6%	-3%	11	i
COc1cc(OC)cc(N2C(=O)N(Cc3ccc(C(C)(C)C)cc3)c3ccccc3S2(=O)=O)c1	·	·	12%	·	21%	·	-16%	·	i
COc1ccc(CCC(=O)Nc2nc3c(s2)CN(C)CC3)cc1OC	1%	15%	23%	8%	-6%	1%	3%	-10	i
O=C(Nc1ccc(F)c(F)c1)c1ccccc1-c1ccccc1	·	12%	2%	17%	-24%	3%	-2%	0	i
COc1cc2c(cc1OC)CN(C(=O)c1cc(S(=O)(=O)N3CCOCC3)ccc1C)CC2	0%	1%	0%	-2%	-23%	-3%	-21%	-13	i
c1ccc(C2(CN3CCNC[C@@H]3CC3CCCCC3)CC2)cc1	6%	-2%	-8%	-1%	2%	-11%	0%	?	i
CCc1ccccc1Nc1nc(N)nc(COC(=O)CCNS(=O)(=O)c2ccccc2)n1	-4%	-3%	9%	-16%	-1%	?	17%	11	i
O=C(O)CCc1ccc(-c2cccs2)n1NC(=O)c1cccs1	-14%	6%	-4%	2%	3%	5%	12%	7	?
CC(C)(C)OC(=O)N1CCN(c2ccc(CNC(=O)c3ccc(Cl)cc3)cc2)CC1	-8%	-6%	·	-27%	?	13%	?	-18	·
O=C(c1ccc2c(c1)OCO2)N1CCOCC1	-4%	4%	-1%	0%	-1%	-5%	14%	11	i
CC(=O)Nc1ccc2nc(-c3cccnc3)[nH]c2c1	-3%	8%	32%	8%	-1%	-6%	11%	11	i
COc1ccc(/C=C2\CC/C(=C\c3ccc(OC)cc3OC)C2=O)c(OC)c1	1%	-1%	·	11%	?	?	?	9	?
CCOC(=O)c1ccc(-c2ccc3ncnc(NCc4csc(C)n4)c3c2)o1	·	·	-8%	·	4%	·	0%	·	?
CCc1ccccc1NCC(=O)Nc1ccccc1C(=O)OC	0%	2%	7%	8%	-28%	8%	-14%	6	i
O=[N+]([O-])c1ccc(C=NNc2ccc(S(=O)(=O)O)cc2)cc1	-2%	1%	2%	6%	3%	1%	3%	0	?
CSc1nsc(SCC(=O)Nc2nc3ccc(C)cc3s2)n1	1%	-2%	·	11%	-1%	13%	-14%	37	i
O=C(NCc1ccccc1Cl)c1ccc(S(=O)(=O)N2CCCC2)cc1	-1%	5%	-25%	4%	6%	-8%	1%	-5	?
CCn1cc(C(=O)O)c(=O)c2cc(F)c(N3CCN(C(=S)NC(=O)c4ccccc4F)CC3)cc21	-18%	18%	0%	20%	2%	-1%	17%	-12	i
Cc1nc(/N=C(\N)NC(=O)N2c3ccccc3Sc3ccccc32)nc2ccccc12	-2%	-1%	10%	-1%	3%	14%	1%	8	?
CC(=O)c1ccc(NC(=O)CC2Nc3cccc4cccc(c34)NC2=O)cc1 (configuration not stated)	-6%	-13%	-20%	-1%	?	23%	1%&-3%	-13	i
CCCOc1ccc(-c2nc(C#N)c(NCCCn3ccnc3)o2)cc1	16%	?	-7%	?	0%	?	?	?	i
COc1ccc(CCNC(=O)CCc2ccccc2)cc1OC	?	20%	-14%	4%	-15%	?	7%	·	i
CCCCn1nc(C(=O)NCC2COc3ccccc3O2)c2ccccc2c1=O (configuration not stated)	-28%	0%	-16%	-8%	?	?	1%	7	i
